HT1080 cytotoxicity: cytotoxicity in HT1080 fibrosarcoma cells, cell-based, fluorescence readout (AID 620) | HT1080 viability, fluorescence; higher % means a stronger effect | cytotoxicity, % at 10 µM, or EC50 in µM where a hit was titrated | 87,000 tested, 0.42% active;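 note: cells exposed to compound overnight then 4 h with Alamar Blue; 0% = vehicle DMSO and 100% = killing control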
Spn MK inh: S. pneumoniae mevalonate kinase inhibition; 65,000 tested, 0.48% active; AID 555; purified MK, PK/LDH-coupled NADH absorbance 340 nm; inhibition, % at 10 µM;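 active = ranked among the strongest by inhibition in the single 10 µM screen, a fixed top-ranked set picked for dose follow-up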; note: no value below 0 was filed
Alkaline phosphatase: human TNAP enzyme inhibitors, biochemical, luminescent (AID 518). purified TNAP enzyme, luminescent substrate readout; higher % means a stronger effect. one-dose inhibition, % at 20 µM; IC50 in µM for titrated hits. 64,000 tested, 0.09% active; in the data active = a potency from the dose series; inactive = the rest, 99 in 100 with inhibition below about 22%;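 note: plate controls were vehicle for no effect and reference inhibitor for full effect; many of its hits are not listed in these tables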
Bfl-1 inhibitors: displacement of Bid BH3 peptide from Bfl-1 – biochemical, fluorescence polarization, FITC-Bid, mouse, primary screen (AID 432). FITC-Bid BH3 peptide fluorescence polarization displacement; higher % means a stronger effect. one-dose displacement, % at 20 µM; IC50 in µM for titrated hits. 64,000 tested, 0.02% active; in the data active = a potency from the dose series; inactive = the rest, 99 in 100 with displacement below about 15%; note: strong numbers were not always called active
Spn DPM-DC inh: S. pneumoniae DPM-DC inhibition; purified DPM-DC, PK/LDH coupled NADH fluorescence; calls only at 10 µM; 65,000 tested, 0.49% active;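 active = the 320 compounds with the highest percent inhibition in the single-dose primary screen, excluding strongly autofluorescent ones, cut at about 32% in these data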;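 note: kinetic rate of NADH fluorescence loss reporting ADP formed by the decarboxylase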
HPDE-C7K KRASV12: viability loss of HPDE-C7K cells – cell-based, fluorescence, HTS, primary screen (AID 431); cytotoxicity, % at 10 µM, or EC50 in µM where a hit was titrated; HPDE-C7K KRASV12 cells, Alamar Blue viability, 48 h; higher % means a stronger effect; 63,000 tested, 1.7% active;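 active = compounds whose percent cytotoxicity in the single-dose primary screen, scaled between solvent and toxic-drug controls, exceeds 50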;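 note: 0% = DMSO solvent wells and 100% = doxorubicin-treated wells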
Spn PMK inh: blocks S. pneumoniae phosphomevalonate kinase | purified PMK, PK/LDH-coupled NADH absorbance 340 nm | inhibition, % at 10 µM | 65,000 tested, 0.49% active | AID 539;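 active = top-ranked compounds by inhibition in the single 10 µM screen, taking a fixed number of the strongest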;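 note: 0% = full reaction with DMSO carrier and 100% = background rate without enzyme reaction; no value below 0 was filed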
LYP phosphatase: LYP phosphatase inhibitors, primary screen, biochemical, DiFMUP fluorescence, recombinant catalytic domain, 10 µM (AID 606); inhibition, % at 10 µM, or IC50 in µM where a hit was titrated; recombinant LYP catalytic domain, DiFMUP fluorescence; higher % means a stronger effect; 52,000 tested, under 10 active;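 active = IC50 under 40 µM in the dose-response test; inactive = IC50 of 40 µM or more, or never dose-tested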
HPDE-C7 viability: cytotoxicity in HPDE-C7 cells, cell-based, fluorescence, HTS (AID 430) | HPDE-C7 pancreatic duct cells viability, fluorescence; higher % means a stronger effect | one-dose cytotoxicity, % at 10 µM; EC50 in µM for titrated hits | 63,000 tested, 1.8% active;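 note: cells exposed to compound for 48 hours before viability readout; 0% = vehicle and 100% = reference cytotoxic drug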
Spn PMK inh pilot replicates: also measured in Spn PMK inh; calls as there; inhibition, %; measured here: pilot screen replicates
Spn MK inh pilot replicates: further read-out of Spn MK inh, marked with its call; inhibition, %; measured here: pilot screen replicates
Spn DPM-DC inh pilot screen %: recorded beside Spn DPM-DC inh, whose call it bears; inhibition, %; measured here: pilot screen trials
Numbers without * were called inactive; i = inactive; x = no result given. Cut-off read from the data, not from the text of the source, unless noted: active = cytotoxicity above about 50%; inactive = the rest.

SMILES	HT1080 cytotoxicity	Spn MK inh	Alkaline phosphatase	Bfl-1 inhibitors	Spn DPM-DC inh	HPDE-C7K KRASV12	Spn PMK inh	LYP phosphatase	HPDE-C7 viability	others
CCOC(=O)N1CCN(C(=O)c2ccc(NS(C)(=O)=O)cc2)CC1	10%	2	0%	-4%	i	-5%	0	9%	-8%
COc1ccc(OCc2nnc3n2N=C(c2ccc(OC)cc2)CS3)cc1	-4%	4	13%	2%	i	8%	2	11%	3%
Cc1c(C)c2ccc(OCC(=O)N(C)C)c(C)c2oc1=O	0%	15	10%	-6%	x	-3%	11	12%	-4%
Cc1cc(C)n(C(=O)CNc2cccc(Cl)c2C)n1	0%	11	10%	0%	i	-13%	5	4%	-8%
CCN(CC)c1nc(C)c2c(c1C#N)CC(C)(C)OC2	-8%	0	1%	3%	i	-9%	11	2%	1%
O=C(CSc1nnc2sc3ccccc3n12)N1CCN(c2ccccc2)CC1	3%	10	-3%	6%	i	-4%	0	4%	-10%
O=C(O)CSC(NC(=O)c1cccnc1)(C(F)(F)F)C(F)(F)F	30%	9	2%	-1%	i	12%	10	x	8%
Cc1ccc(/C(O)=C2\C(=O)C(=O)N(CCN(C)C)C2c2ccccc2F)cc1 (stereo not drawn)	5%	3	7%	0%	i	-14%	0	7%	-22%
O=C(Nc1ccc(N2CCN(C(=O)c3ccco3)CC2)c(Cl)c1)c1cccs1	-1%	2	12%	0%	i	-1%	9	9%	17%
O=C(Nc1ccc(Br)c(Cl)c1)c1ccco1	4%	1	2%	3%	i	-11%	1	14%	-18%
O=c1c2ccccc2n(Cc2ccc(Cl)cc2)c(=O)n1Cc1ccco1	0%	0	5%	-4%	i	-1%	11	2%	-2%
N#Cc1c(N)nc2c(c1-c1ccncc1)CCCCCC2	-7%	8	x	x	i	x	9	3%	x
CCOc1ccc(C(=O)OCn2nnc3ccccc3c2=O)cc1OC	1%	5	7%	2%	i	-5%	8	x	-7%
Cc1cc(C)cc(OCC(=O)Nc2ccc(N3CCCC3)cc2)c1	-4%	8	14%	5%	i	-10%	4	7%	-23%
O=C(CN(Cc1ccco1)C(=O)c1cc(=O)[nH]c2ccccc12)Nc1ccccc1C(F)(F)F	11%	1	9%	-2%	i	x	11	x	x
Cc1c2c(n3c(nc4ccccc43)c1C#N)N(Cc1cccnc1)CC2	5%	0	x	x	x	x	7	17%	x
CCn1c(SCC(=O)Nc2nc3ccccc3s2)nc2c(c1=O)SC(C)C2 (stereo not drawn)	6%	0	8%	-7%	i	44%	19	11%	44%
Cc1ccc2cc(CN(CC3CCCO3)C(=O)c3ccco3)c(=O)[nH]c2c1C (stereo not drawn)	-11%	0	9%	-9%	i	0%	7	13%	-18%
Cc1ccc(-c2ccc(CCC(=O)O)n2CC(=O)O)cc1	x	0	3%	12%	i	-15%	17	9%	-8%
COc1ccc(CNC(=O)c2cc3c(=O)n4ccccc4nc3n(CC3CCCO3)c2=N)cc1 (stereo not drawn)	0%	0	14%	-1%	i	2%	1	-1%	-2%
COc1ccc(-n2ncc3c(N4CCC(C)CC4)ncnc32)cc1	-6%	0	15%	-6%	i	7%	11	x	-9%	Spn PMK inh pilot replicates=2.5;Spn MK inh pilot replicates=1.0;Spn DPM-DC inh pilot screen %=2.5
C=C1CC(C)OC(c2ccccc2OCC(O)CN2CCCCC2)C1 (stereo not drawn)	10%	0	13%	-7%	i	4%	6	-16%	-10%
O=C(COC(=O)C1CCN(S(=O)(=O)c2cccs2)CC1)c1ccc2c(c1)OCCO2	-1%	7	7%	-3%	i	-12%	11	9%	-16%
COc1ccc(OC)c(NC(=O)c2cnc3ccccn3c2=O)c1	4%	0	6%	0%	i	13%	12	x	2%
Cc1cccc2c(=O)c(C(=O)N3CCCCCC3)c[nH]c12	-14%	0	5%	1%	i	4%	20	x	-3%
Cc1cccc(NC(=O)CS(=O)(=O)c2cn(C)c3ccccc23)c1C	32%	9	9%	-2%	i	4%	0	7%	-1%
Cc1[nH]c2ccccc2c1/C=N/n1cnnc1	1%	11	14%	-12%	i	-4%	11	18%	-8%
Cc1sc2nc(N)sc2c1C	-3%	0	10%	-5%	i	22%	10	6%	-4%
O=C(NCc1ccc2c(c1)OCO2)C1CCN(S(=O)(=O)c2cccc3nsnc23)CC1	1%	4	1%	2%	i	-8%	14	x	-8%
C=CCOc1nc2c(c(=O)n(C)c(=O)n2C)n1Cc1ccc(Cl)cc1	-11%	0	3%	16%	i	65%*	6	x	60%*
CC1Cc2cc(-c3csc(NC(=O)Cc4cccs4)n3)ccc2N1S(C)(=O)=O (stereo not drawn)	8%	5	2%	5%	i	61%*	15	x	56%*
c1ccc(Nc2cc(Nc3ccccc3)[nH]n2)cc1	2%	5	9%	4%	i	28%	12	10%	37%
COCCCn1c(SCC(=O)n2c(C)c(C)c3ccccc32)nnc1-c1ccoc1C	-5%	11	7%	-3%	i	-1%	14	-3%	-9%
CC(CC(=O)O)CC(=O)Nc1ccccc1C(=O)O (stereo not drawn)	-7%	2	8%	-1%	i	-10%	7	-1%	-13%
Cc1nc(C)c(C(=O)Nc2cccc(Cl)c2)o1	19%	10	4%	-9%	i	0%	14	x	-1%
COc1ccc(C2N(C(=O)CN3CCOCC3)CCN2S(=O)(=O)c2ccccc2)cc1 (stereo not drawn)	40%	0	9%	1%	i	10%	16	-10%	1%
CC1CCN(c2ccc(C(=O)O)cc2)CC1	-8%	0	7%	-7%	i	1%	19	2%	6%
Cc1cc(N2CCN(c3cccc(C(F)(F)F)c3)CC2)n2ncnc2n1	12%	0	0%	5%	i	-15%	12	3%	-9%
CCN(C(=O)c1cn(C)c(=O)c2cc(OC)c(OC)cc12)c1cc(C)ccc1C	6%	x	4%	-11%	i	1%	12	2%	-1%
CCOc1cc(C(=S)N2CCOCC2)ccc1O	6%	9	10%	-4%	i	4%	5	11%	-15%
CN(CCC#N)C(=O)Cn1nc(Cc2ccncc2)c2ccccc2c1=O	1%	13	7%	0%	i	-8%	9	12%	-8%
CC(=O)OCc1c(COC(C)=O)[n+](=O)c2ccccc2n1[O-]	0%	3	8%	1%	i	1%	10	7%	2%
Cc1ccc(C(=O)O)cc1S(=O)(=O)N1CCOCC1	-11%	9	7%	4%	i	-2%	11	5%	3%
OC(COc1ccc2cc(Br)ccc2c1)CN1CCN(c2ccccn2)CC1 (stereo not drawn)	-5%	2	4%	-4%	i	27%	0	3%	17%
COc1ccccc1NC(=O)Cn1nnc(-c2ccccc2NC(=O)c2cccs2)n1	-3%	21	1%	-3%	i	35%	15	2%	37%
CCN(CC)CCCN1C(=O)C(O)=C(C(=O)c2cc3cccc(OC)c3o2)C1c1ccncc1 (stereo not drawn)	7%	1	6%	-11%	i	-10%	6	24%	-7%
CCCCCOC(=O)Nc1ccc(S(=O)(=O)Nn2cnnc2)cc1	18%	0	4%	-5%	i	-38%	0	13%	-18%
O=C1C2ON(c3ccccc3)C(c3cccnc3)C2C(=O)N1c1ccc(Cl)c(Cl)c1 (stereo not drawn)	-19%	0	2%	0%	i	-11%	0	10%	8%
COc1ccc(CN(C(=O)CN2C(=O)COc3ccccc32)C2CCCC2)c(OC)c1	-6%	0	8%	6%	i	-6%	12	x	-1%	Spn PMK inh pilot replicates=0.0;Spn MK inh pilot replicates=0.0;Spn DPM-DC inh pilot screen %=0.0
Cc1c(C)[n+](=O)c(-c2ccc(F)cc2)c(C)n1[O-]	9%	9	9%	3%	i	-8%	0	12%	-10%
Oc1c(C(c2ccccc2)N2CCCCC2)sc2ncnn12 (stereo not drawn)	-4%	4	0%	5%	i	-5%	7	6%	-3%
O=C(Nc1sc2c(c1C(=O)O)CCC2)c1cccs1	11%	10	3%	0%	i	6%	11	x	-6%
Cc1ccc(S(=O)(=O)NC(C)C(=O)Nc2ccc(C(N)=O)cc2)cc1 (stereo not drawn)	8%	2	14%	-12%	i	-3%	7	x	-9%	Spn PMK inh pilot replicates=6.0;Spn MK inh pilot replicates=0.0;Spn DPM-DC inh pilot screen %=1.5

Grouped by structure, those above with two or more sulfur atoms
SMILES	HT1080 cytotoxicity	Spn MK inh	Alkaline phosphatase	Bfl-1 inhibitors	Spn DPM-DC inh	HPDE-C7K KRASV12	Spn PMK inh	LYP phosphatase	HPDE-C7 viability	others
O=C(CSc1nnc2sc3ccccc3n12)N1CCN(c2ccccc2)CC1	3%	10	-3%	6%	i	-4%	0	4%	-10%
CCn1c(SCC(=O)Nc2nc3ccccc3s2)nc2c(c1=O)SC(C)C2 (stereo not drawn)	6%	0	8%	-7%	i	44%	19	11%	44%
O=C(COC(=O)C1CCN(S(=O)(=O)c2cccs2)CC1)c1ccc2c(c1)OCCO2	-1%	7	7%	-3%	i	-12%	11	9%	-16%
Cc1sc2nc(N)sc2c1C	-3%	0	10%	-5%	i	22%	10	6%	-4%
O=C(NCc1ccc2c(c1)OCO2)C1CCN(S(=O)(=O)c2cccc3nsnc23)CC1	1%	4	1%	2%	i	-8%	14	x	-8%
CC1Cc2cc(-c3csc(NC(=O)Cc4cccs4)n3)ccc2N1S(C)(=O)=O (stereo not drawn)	8%	5	2%	5%	i	61%*	15	x	56%*
O=C(Nc1sc2c(c1C(=O)O)CCC2)c1cccs1	11%	10	3%	0%	i	6%	11	x	-6%
